ST2 IL33 inh: IL1RL1 inhibition; AlphaLISA ST2-Fc/biotin-IL-33 interaction, 1 h; 78,000 compounds, 2.3% hits; AID 1259354; inhibition, % for hits at 17 µM; in the data active = inhibition above about 30%; inconclusive = mostly about 10% to 28%
Target sequence (Q01638 whole entry, looked up): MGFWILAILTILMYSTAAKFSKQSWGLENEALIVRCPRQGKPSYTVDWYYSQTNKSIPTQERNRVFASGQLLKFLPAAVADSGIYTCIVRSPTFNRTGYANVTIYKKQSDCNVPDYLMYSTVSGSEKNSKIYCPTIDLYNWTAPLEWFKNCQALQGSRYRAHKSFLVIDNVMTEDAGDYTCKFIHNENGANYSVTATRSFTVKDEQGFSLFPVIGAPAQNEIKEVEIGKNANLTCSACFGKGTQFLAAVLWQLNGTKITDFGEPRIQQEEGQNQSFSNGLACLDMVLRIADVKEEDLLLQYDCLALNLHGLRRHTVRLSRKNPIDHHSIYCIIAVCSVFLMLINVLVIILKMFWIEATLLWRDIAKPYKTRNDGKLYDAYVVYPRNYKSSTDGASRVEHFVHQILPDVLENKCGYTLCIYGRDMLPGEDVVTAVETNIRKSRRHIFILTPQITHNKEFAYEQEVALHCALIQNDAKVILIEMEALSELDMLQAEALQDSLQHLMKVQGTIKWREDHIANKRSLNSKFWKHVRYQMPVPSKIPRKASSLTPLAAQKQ
Starred values were filed as active, the others as inactive; i = inactive; ? = inconclusive.

Preview (three entries):
SMILES	ST2 IL33 inh
O=C(Nc1cccnc1)c1cc(-c2ccc(Cl)c(Cl)c2)on1	i
O=C(Cn1cnc2c(cnn2-c2ccc(Cl)cc2)c1=O)Nc1cccc(F)c1	?
O=[N+]([O-])c1ccccc1CN1C[C@H](O)C[C@H]1c1nc(Cc2ccc(F)cc2Cl)no1	i

All compounds of this part (from the top)
SMILES	ST2 IL33 inh
O=C(Nc1cccnc1)c1cc(-c2ccc(Cl)c(Cl)c2)on1	i
O=C(Cn1cnc2c(cnn2-c2ccc(Cl)cc2)c1=O)Nc1cccc(F)c1	?
O=[N+]([O-])c1ccccc1CN1C[C@H](O)C[C@H]1c1nc(Cc2ccc(F)cc2Cl)no1	i
Cc1ccc(C2Nc3cc(C)c(C)cc3NC3=C2C(=O)CC(C)(C)C3)s1 (centres undefined)	i
Ic1ccc(Nc2nc3nonc3n3cnnc23)cc1	?
CCN(Cc1nc(COC)no1)C(=O)c1ccccc1-c1ccccc1	i
COc1ccccc1N1C(=O)S/C(=C\c2ccc(O)cc2)C1=O	?
CNCC(=O)N1CCCCC1CCc1cccs1 (centres undefined)	i
Cc1ccc(S(=O)(=O)NC2=NCN(c3cccc([N+](=O)[O-])c3)CN2)cc1	i
O=C(CSc1nc2ccccc2o1)Nc1ncc(Br)cc1Br	?
COc1ccc(NC(=O)c2ccc(-c3ccc(-c4noc(C)n4)cc3C)cc2)cc1N1CCN(C)CC1	?
O=C(O)c1ccc(NC(=O)c2ccc(N3C(=O)C4C5CCC(C5)C4C3=O)cc2)cc1 (centres undefined)	?
COc1ccc(-n2cccn2)c(C2CC(=O)Nc3[nH]ncc32)c1 (centres undefined)	i
O=C1CC(Cc2ccccc2)C(=O)N1c1ncccn1 (centres undefined)	i
Cc1ccc2[nH]c3nc(NN)nnc3c2c1	?
O=C(Nc1ncc(Cc2ccc(F)cc2)s1)c1ccc(Br)cc1	i
OCc1cc(C(O)CNCCCCCCOCCCCc2ccccc2)ccc1O (centres undefined)	i
CC(=O)NC(C)(C)COc1ccc(Cl)cc1	i
O=C1CCCN1C1CCN(CCc2nc3ccc(F)cc3[nH]2)CC1	?
CCc1nccn1S(=O)(=O)c1ccc(Br)cc1Br	?
CN(CCCC1CCCO1)C1CCC2(CCNCC2)CC1 (centres undefined)	i
CCN1CCCC1CNC(=O)C1(O)c2ccccc2NC(=O)N1c1ccc(Cl)cc1 (centres undefined)	i
CC(C)(C)c1ccc(/C=C/C(=O)Nc2ccc3c(c2)OCCO3)cc1	i
CC1CCCC(NC(=O)CNC(=O)Cn2ccc3ccccc3c2=O)C1C (centres undefined)	i

Filtered by structure, those above containing four or more nitrogen atoms
SMILES	ST2 IL33 inh
O=C(Cn1cnc2c(cnn2-c2ccc(Cl)cc2)c1=O)Nc1cccc(F)c1	?
O=[N+]([O-])c1ccccc1CN1C[C@H](O)C[C@H]1c1nc(Cc2ccc(F)cc2Cl)no1	i
Ic1ccc(Nc2nc3nonc3n3cnnc23)cc1	?
Cc1ccc(S(=O)(=O)NC2=NCN(c3cccc([N+](=O)[O-])c3)CN2)cc1	i
COc1ccc(NC(=O)c2ccc(-c3ccc(-c4noc(C)n4)cc3C)cc2)cc1N1CCN(C)CC1	?
COc1ccc(-n2cccn2)c(C2CC(=O)Nc3[nH]ncc32)c1 (centres undefined)	i
Cc1ccc2[nH]c3nc(NN)nnc3c2c1	?
O=C1CCCN1C1CCN(CCc2nc3ccc(F)cc3[nH]2)CC1	?
CCN1CCCC1CNC(=O)C1(O)c2ccccc2NC(=O)N1c1ccc(Cl)cc1 (centres undefined)	i

(further entries)
SMILES	ST2 IL33 inh
O=S(=O)(c1cc(Br)ccc1Br)N1CCN(Cc2ccccc2)CC1	i
CC(Oc1ccccc1/C=C/c1ccccc1)C(N)=O (centres undefined)	?
Cc1ccc(-n2ncc3c(N4CCCC4)ncnc32)c(C)c1	i
O=C(Nc1n[nH]c(C2CCCCC2)n1)N1CCc2c([nH]c3ccccc23)C1	?
N#CC1=C2SCN(c3cccc(Cl)c3)CN2C(=O)CC1c1ccccc1F (centres undefined)	i
Cc1ccc(Cl)cc1N1CCN(CC(=O)Nc2cnccn2)CC1	?
COc1cc(-c2nc(N)n[nH]2)cc(OC)c1OC	?
CC1CCN(c2nc3c(c(=O)[nH]c(=O)n3C)n2CCSc2nnnn2-c2ccccc2)CC1	i
COc1cccc(NC(=O)c2cc3cc4ccc(OC)cc4nc3o2)c1	38%*
Cc1occc1C(=O)N1CCC(C2(Cc3ccc(F)cc3)NC(=O)N(CC3CC3)C2=O)CC1 (centres undefined)	i
Cc1ccc(C2(O)CCN(C(=O)Cc3c[nH]c4ccccc34)CC2)nc1	i
CC(=O)C1=NN(c2ccccc2)C2C(=O)N(c3ccc(C)cc3)C(=O)C12 (centres undefined)	i
COc1ccc(Br)cc1C(=O)Nc1cccc(C)c1C	i
COc1ccc2oc(=O)c(-c3csc(Nc4ccccc4F)n3)cc2c1	?
Cc1nc2ncccn2c1C(=O)N1CCCC(Cc2ccc(C(=O)O)cc2)C1 (centres undefined)	i
CNc1nc(C(=O)N2CCc3c(ncnc3N3CCOCC3)C2)cs1	?
O=C(Cc1nnc(NC(=O)Nc2ccccc2F)s1)NCc1ccccc1	i
COc1ccc2nc3oc(C(=O)N4CCCCCC4)cc3cc2c1	i
CC(=O)C1=C(C)NC(SCC(=O)c2ccccc2)=C(C#N)C1c1ccccc1Cl (centres undefined)	i
c1ccc(C(c2ccccc2)c2noc(CN3CCN(C4CCCC4)CC3)n2)cc1	i
O=C(Cn1c(=O)sc2ccccc21)NCc1ccccn1	i
O=C1c2ccccc2C(=O)C1c1ccccn1	i
O=C(NCCc1ccc(Cl)cc1)C1C2C=CC3(CN(Cc4ccccc4Cl)C(=O)C13)O2 (centres undefined)	i
Cc1ccc(S(=O)(=O)Cc2cc([N+](=O)[O-])ccc2O)cc1	i
COc1ccc(N2CC(NC(=O)C3CCCCC3)CC2=O)cc1 (centres undefined)	i
COc1ccc2cc3cc(C(=O)N4CCN(C)CC4)sc3nc2c1	i
O=c1c2cnn(-c3ccccc3)c2ncn1Cc1ccc(Cl)cc1Cl	i
COc1ccccc1N1CCC(N2CC[C@H](CO)[C@H](O)C2)CC1	i
Cc1[nH]c2ccccc2c1SCCNC(=O)C1CC1	?
Cc1ccc(NC2CCCN(C(=O)c3ccoc3)C2)cc1C (centres undefined)	i
N#CCSc1nc2c(sc3ccccc32)c(=O)n1CCO	?
COc1ccc(CN2CCNC(=O)C2CC(=O)N(C)CCC2CCOCC2)cc1OC (centres undefined)	?
COc1ccc2c(c1OC)C(=O)OC2Nc1ccc(OC(F)(F)F)cc1 (centres undefined)	i
CN(CC1(CO)CC1)C(=O)[C@@H]1CCCCN1	i
O=S(=O)(c1ccc(Cl)c(Cl)c1Cl)N1CCOCC1	i
CCOC(=O)COc1ccc2oc(C)c(C(=O)OCC)c2c1	i
COc1ccc(-n2nc3c(c2NC(=O)C2CCCCC2)CSC3)cc1	?
CCCc1nc(C)cc(N2CC(c3cccnc3)C2)n1	?
COc1cccc(CN(C)C(=O)c2cn(Cc3ccc(Cl)cc3)nn2)c1	?
CCc1ccc(NC(=O)CSc2nc3c(c(=O)n2-c2ccc(C)cc2)SCC3)cc1	?
CN1C[C@@H](NC(=O)CC(C)(C)CC(=O)O)C[C@H]1c1nc(-c2ccc(F)cc2)no1	30%*
CCc1ccc(S(=O)(=O)N=C2C=CC(=O)c3ccccc32)cc1	49%*
O=C(Nc1ccc(Cl)c(N2CCCS2(=O)=O)c1)c1ccc2c(c1)OCO2	i
C#CCn1cnc2c(cnn2-c2ccc(F)cc2)c1=O	i
Cc1cccc(-c2noc([C@@H]3Cc4nc[nH]c4CN3C(=O)COCC(=O)O)n2)c1	i
O=C1c2cc3ccccc3cc2C(=O)N1c1cccc(Br)c1	i
C=CCNC(=O)C(=O)Nc1ccc(Cl)cc1	i
O=C1N=c2ccc(Br)cc2=C1c1sc(Nc2cccc(C(F)(F)F)c2)nc1O	i
COc1ccc(CN2CCN(C/C=C/c3ccccc3)CC2)cc1	i
O=C(NC1CC1)C1CC(=O)N(C2CCCCCC2)C1 (centres undefined)	?
CC[C@H]1CN(S(=O)(=O)c2ccc(OC)cc2)CC[C@H]1CC(=O)NCc1ccccc1	i
CCN(CC)c1cc(C)c2cc(NC(=O)c3cccnc3)ccc2n1	i
CC1=C(C(=O)Nc2ccccc2)C(c2cccnc2)n2nc(SCc3ccccc3)nc2N1 (centres undefined)	i
CCOC(=O)CC(=O)CSc1nc(C)c(C)c(C)c1C#N	i
Cc1noc(C)c1S(=O)(=O)N1CCC(C(=O)N2CCN(c3ccccc3Cl)CC2)CC1	i
COc1ccccc1NC(=O)Nc1ccc(Cl)c(Cl)c1	i
CCOc1cc(C2Nc3ccccc3NC3=C2C(=O)CC(c2cccs2)C3)cc(Cl)c1O (centres undefined)	i
COc1ccc(Nc2cc(C)nc(Nc3ccc(NC(=O)CCCc4ccccc4)cc3)n2)cc1	31%*
O=C(CN1CCN(Cc2ccccc2F)C1=O)NC1CCCC1	i
CCOCCCNC(=O)C1CCN(c2ccc(-c3cccs3)nn2)CC1	?
(list continues)
SMILES	ST2 IL33 inh
Cc1cccc(-c2cccc(C(=O)O)c2)c1	?
Cc1ccc(S(=O)(=O)NC[C@H]2O[C@@H](CO)[C@@H](O)[C@H]2N2CCN(c3ccc(F)cc3)CC2)cc1	?
O=C(CC(n1cncn1)C(Cl)(Cl)Cl)c1ccc([N+](=O)[O-])cc1 (centres undefined)	?
Cc1nc(N2CCCC2)nc(-c2cccc(O)c2)c1C	i
COc1ccccc1N(CC(=O)NCc1ccco1)S(C)(=O)=O	i
C=C(C)[C@@H]1CC=C(CN2CCN(CCO)CC2)CC1	i
Cn1c(=O)c2c(nc(Oc3ccc4c(c3)OCO4)n2Cc2cccc(F)c2)n(C)c1=O	i
Cn1c(=O)c2c(SCC(=O)NCCc3ccccc3)nc(-c3ccc(F)cc3)nc2n(C)c1=O	i
CSCc1noc(CNc2nccc(-c3cn(C)nc3C)n2)n1	?
Cc1nc2cc(-c3ccccc3)nn2c(C)c1CCC(=O)NC(C)c1ccc2c(c1)OCCO2 (centres undefined)	?
CC(=O)N1CCc2c(sc(NC(=O)c3ccc(Cl)s3)c2-c2nc3ccccc3s2)C1	i
Cc1cc(C)c2nc(C)cc(C(=O)N3CCC4(CC3)CN(C)CCN4C)c2c1	i
COc1ccc(C(=O)CSc2nc3ccccc3c(=O)[nH]2)cc1C	?
Oc1ccc(C2=Nn3c(nnc3-c3ccccc3O)SC2)cc1O	?
Cc1cc(C(=O)NC(C)c2nnc3n2CCNCC3)c2ccc(F)cc2n1 (centres undefined)	i
COc1cccc(CN2CCCC(N(C)Cc3ccccc3)C2)c1OC (centres undefined)	i
OC(COc1ccc2c(c1)OCO2)CN1CCN(c2ccccc2F)CC1 (centres undefined)	?
O=C(Nc1cc2c(cc1C(=O)c1ccc(Br)cc1)OCCO2)c1ccccc1	i
C[C@@H]1C(=O)O[C@H]2[C@H]1CC[C@@]1(C)Cc3sc(NC(=O)c4ccc(N(C)C)cc4)nc3[C@@H](C)[C@H]21	i
O=C(c1ccccc1)N1CCC(N2CC[C@@H](c3ccc(F)cc3)[C@H](O)C2)CC1	i
CCOC(=O)Cn1c(=O)n(-c2ccc(F)cc2)c2nc(-c3cccc(F)c3F)nc(C(N)=O)c21	i
Cc1ccc(NC(=O)c2cc3ccccc3o2)cc1	?
Cc1ccc(C(=O)N2CCN(c3cccc(C)c3C)CC2)o1	?
CC1(C(=O)NC2CCCC2)COc2c(oc3ccccc23)C(=O)N1Cc1cccc(F)c1 (centres undefined)	i
COc1ccc(CN2COc3cc(C)c(Cl)c(C)c3C2)cc1	i
Cn1cncc1[C@@H]1C[C@H](NC(=O)c2ccccc2)C[C@H](C2CCCCC2)O1	?
c1coc(-c2nnc([C@H]3CCN(Cc4cnc5ccccc5c4)C3)o2)c1	?
O=C(NCCc1ccccc1)c1cc(-c2ccc3c(c2)OCO3)on1	i
CC1=C(C(N)=O)C(c2cccnc2)n2nnnc2N1 (centres undefined)	?
CC1CCc2sc(N3C(=O)C4CC=C(Cl)CC4C3=O)c(C#N)c2C1 (centres undefined)	i
C[C@@]12CO[C@@H](Cc3ccccc3)O[C@@H]1CC[C@]1(C)C2CC[C@@H](O)[C@H]1CC(=O)NCc1ccccc1 (some centres undefined)	?
C[C@H]1[C@@H]2[C@@H](O)C([C@H](C)C(=O)NCc3cc(F)cc(F)c3)CC[C@@]2(C)CC[C@@H]1NC(=O)c1cnccn1 (some centres undefined)	?
O=C(O)CCC(=O)Nc1ccc(-c2nc3cc(Cl)ccc3o2)cc1	i
O=C(CC1(c2ccccc2Cl)CC(=O)N(C2CCCC2)C1=O)N1CCCCC1c1cccnc1 (centres undefined)	i
COc1cccc(NC(=O)N[C@H]2CCN(C(=O)c3cnccn3)[C@@H]2C(=O)N[C@@H](CCCNC(=O)c2cnccn2)C(N)=O)c1	i
COc1ccccc1Cn1c(=O)[nH]c2ncccc2c1=O	?
COc1ccc(C)cc1NC(=O)C1CCN(C(=O)c2ccccc2C)CC1	i
CCC(C)N(Cc1cccc(Cl)c1)C(=O)c1ccc(C)c(N2CCNC2=O)c1 (centres undefined)	i
Cc1nn(CCC(=O)NCC2(O)CCCNCC2)c(C)c1C (centres undefined)	?
O=C(CCc1nc2ccccc2s1)NC1CCCN(C2Cc3ccccc3C2)C1 (centres undefined)	i
CCOC(=O)CC(=O)CSc1nc(C(F)(F)F)cc(C)c1C#N	i
O=S(=O)(NC[C@H]1O[C@@H](CO)[C@@H](O)[C@H]1N1CCN(c2ncccn2)CC1)c1ccccc1	i
Cc1ccc(-c2ccccc2)n1-c1ccc(C(=O)O)cc1	?
Cn1c2c(c3cc([N+](=O)[O-])ccc31)CCCC2=O	i
Cc1nc(N2CCN(C)CC2)c2c(C)c(C(=O)O)sc2n1	i
O=C(Cn1ccc2ccccc2c1=O)NCC(=O)N1CCN(c2ccc(F)cc2)CC1	i
CCOc1cc(CNC(=O)c2ccccc2NC(=O)c2nsc3ccccc23)ccc1OC	i

Source: PubChem BioAssay (IUPUI and University of Michigan)

A portion of the library. The share of hits here may be higher or lower than overall.
